Screening results: PubChem BioAssay, several laboratories
Arr AP2 block: blocks beta-arrestin peptide binding to AP2 adaptin; FITC-arrestin peptide / GST-AP2 beads, flow cytometry; AP2 beta2 appendage carries R879A mutation; inhibition, % at 10 µM; hit rate 0.31% among 340,000; AID 504490;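 active means inhibition above a set limit, near 3 SD of compounds lacking own fluorescence, cut at about 54% in these data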;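 further: plate controls were DMSO wells for no effect and 5 µM unlabelled arrestin peptide for full effect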
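system = GST-tagged AP2 beta2-adaptin appendage (R879A) on 4 µm glutathione beads | reagent = FITC-labelled arrestin peptide probe, 50 nM final | schedule = compound with beads 12 min RT, then probe 1 h RT | signal = HyperCyt-sampled flow cytometry, FL1 channel, ex 488/em 535 nm | read-out = percent response from loss of bead-bound FITC fluorescence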
SR-BI DiI inh: inhibitors of mouse SR-BI mediated HDL lipid uptake | Q61009 | ldlA[mSR-BI] CHO cells, DiI-HDL uptake fluorescence, 3 h | inhibition, % at 12.5 µM | hit rate 0.96% among 320,000;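 active means mean replicate inhibition of at least 70% and a set share of replicates each scoring 70 or more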;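 further: 0% = median of neutral control wells and 100% = median of positive control wells; values of inactives mirror those of a sister screen read the other way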
SR-BI uptake up: activators of SR-BI mediated HDL lipid uptake. hit rate 0.096% among 320,000. activation, % at 12.5 µM. AID 504775. CHO ldlA[mSR-BI] cells, DiI-HDL uptake fluorescence, 3 h; 100 = double the neutral-control signal;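 active means mean replicate activation of at least 60% and every replicate at or above 60%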;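 further: 0% = median plate neutral-control signal and 100% = twice that signal; values of inactives mirror those of a sister screen read the other way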
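Material – SR-BI-overexpressing, LDLR-lacking CHO cells · Medium – BSA-supplemented, HEPES-buffered Ham's F12, pH 7.4 · Doses – single concentration · Times – compound with DiI-HDL co-incubation, 3 h at 37 °C · Measured by – bottom-read fluorescence, 550/595 nm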
PKA-R2B act: PKA-R2B complex activation; PKA-R2B holoenzyme dissociation, Cy5-IP20 fluorescence polarization; R2B truncated from residue 108, S112A mutant; 0% DMSO only, 100% 113 µM cGMP; activation, % at 11.4 µM; hit rate 0.079% among 340,000; AID 504700;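 active means activation above a cutoff set at the mean over all compounds plus 3 SD, cut at about 18% in these data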;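 further: higher means more holoenzyme dissociation and a rise in polarization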
Target sequence (P31323 whole entry, looked up, other chains not shown, the tested form may be a part): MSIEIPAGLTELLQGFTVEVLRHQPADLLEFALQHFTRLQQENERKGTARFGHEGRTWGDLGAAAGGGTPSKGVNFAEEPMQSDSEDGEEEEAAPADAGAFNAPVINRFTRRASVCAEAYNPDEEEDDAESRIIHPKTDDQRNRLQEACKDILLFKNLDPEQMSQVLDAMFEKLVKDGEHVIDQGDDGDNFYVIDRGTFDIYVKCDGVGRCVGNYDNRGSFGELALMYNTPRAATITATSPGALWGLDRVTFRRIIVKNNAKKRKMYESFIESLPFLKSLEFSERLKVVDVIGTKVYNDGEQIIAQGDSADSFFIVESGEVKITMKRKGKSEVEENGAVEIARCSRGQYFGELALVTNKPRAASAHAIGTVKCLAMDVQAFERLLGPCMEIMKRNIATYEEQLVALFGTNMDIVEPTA
PvdQ acylase: blocks Pseudomonas aeruginosa PvdQ acylase activity; purified PvdQ acylase, fluorescence plate reader; inhibition, % at 10 µM; hit rate 0.063% among 340,000; in the data active means inhibition above about 30%, passing the limit was not always enough;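 further: 0% = vehicle neutral wells and 100% = reference inhibitor wells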
RTF Ca sens inh: cardiac RTF calcium desensitization; P19429+P45379; IANBD-labeled cardiac RTF, Ca2+ fluorescence; inhibition, % at 7.15 µM; hit rate 0.12% among 340,000; AID 493244;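 active means inhibition above the mean inhibition of all tested compounds plus 3 SD, cut at about 17% in these data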;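 further: assay run at fixed EC70 calcium of 1.6 mM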
LANA DNA inh: blocks KSHV LANA C-terminal domain binding to DNA | MBP-C-LANA/FAM-LBS DNA binding, fluorescence polarization | inhibition, % at 9 µM | hit rate 0.078% among 340,000 | AID 504423;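 active means highest replicate inhibition at or above 60% at 9 µM, even if other replicates fall short; inactive means all replicates below 60% inhibition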;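 further: 0% = neutral control wells and 100% = 4 µM acridine orange control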
Keap1 Nrf2 FP: inhibitors of human Keap1-Nrf2 protein-protein interaction | AID 504523 | inhibition, % at 9.4 µM | hit rate 0.15% among 340,000 | Keap1 Kelch-Nrf2 peptide fluorescence polarization, 1536-well | Q14145; in the data active means inhibition above about 12%;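 further: human Keap1 Kelch domain with fluorescein labeled Nrf2 9mer peptide probe; 0% = neutral control wells and 100% = peptide positive control; higher means more block of Keap1 binding to Nrf2 peptide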
Target sequence (Q14145 whole entry, looked up, the tested form may be a part): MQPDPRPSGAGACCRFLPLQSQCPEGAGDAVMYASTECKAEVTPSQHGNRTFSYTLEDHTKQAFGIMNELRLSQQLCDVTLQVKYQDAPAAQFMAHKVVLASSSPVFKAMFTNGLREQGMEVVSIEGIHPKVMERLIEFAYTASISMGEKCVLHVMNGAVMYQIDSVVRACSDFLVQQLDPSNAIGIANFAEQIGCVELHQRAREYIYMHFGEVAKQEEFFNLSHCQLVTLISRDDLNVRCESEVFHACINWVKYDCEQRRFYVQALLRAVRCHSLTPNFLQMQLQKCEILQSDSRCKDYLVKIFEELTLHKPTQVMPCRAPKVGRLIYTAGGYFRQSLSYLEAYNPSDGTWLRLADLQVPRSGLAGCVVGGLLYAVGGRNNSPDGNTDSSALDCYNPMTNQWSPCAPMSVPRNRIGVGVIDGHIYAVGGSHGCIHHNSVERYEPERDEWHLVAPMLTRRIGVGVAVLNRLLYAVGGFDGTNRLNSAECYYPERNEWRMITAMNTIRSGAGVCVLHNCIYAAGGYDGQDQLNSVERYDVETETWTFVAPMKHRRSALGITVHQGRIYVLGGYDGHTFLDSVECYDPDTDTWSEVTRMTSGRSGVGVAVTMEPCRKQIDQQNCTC
DAGLB inh: diacylglycerol lipase beta (human) inhibition; AID 504411; Q8NCG7; inhibition, % at 5.17 µM; HEK293T DAGLB membrane lysate, EnzChek fluorogenic substrate; hit rate 0.059% among 340,000; in the data active means inhibition above about 34%;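 further: 0% = enzyme with vehicle and 100% = wells lacking enzyme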
NSD2 HMT inh: blocks human histone methyltransferase NSD2 | hit rate 0.54% among 310,000 | inhibition, % at 12.5 µM | NSD2 peptide methylation, AlphaScreen, 120 min; in the data active means inhibition above about 50%
An asterisk follows results filed as active; nt = no result given.

SMILES	Arr AP2 block	SR-BI DiI inh	SR-BI uptake up	PKA-R2B act	PvdQ acylase	RTF Ca sens inh	LANA DNA inh	Keap1 Nrf2 FP	DAGLB inh	NSD2 HMT inh
O=C(COc1ccc2ccccc2c1CN1CCOCC1)N1CCc2ccccc21	-5.2	1.3	-1.3	-4.8	-6.7	6.9	2.9	-4.8	-0.6	2.8
CCSCCNC(=O)c1cncc(Br)c1	-0.8	-10.0	10.0	2.5	-14.6	3.7	-0.8	-11.2	-0.7	-0.8
COc1ccccc1NC(=O)N(O)C1(C#N)CCCCC1	20.5	2.4	-2.4	3.6	-8.4	-6.0	-5.8	0.8	-0.6	-0.5
C[C@H](CO)N1C[C@H](C)[C@@H](CN(C)C(=O)NC2CCCCC2)Oc2c(NC(=O)CCC(F)(F)F)cccc2C1=O	-0.3	47.6	-47.6	-2.5	-2.6	1.0	0.0	0.3	-1.7	nt
COc1cc(C(=O)NCc2ccco2)cc(OC)c1OC	-9.7	2.8	-2.8	-1.1	-10.8	-0.4	1.2	-1.3	0.9	-4.8
CN(CCCNC(=O)Cn1c(=O)c2cccn2c2ccccc21)Cc1ccccc1	-1.9	5.3	-5.3	-5.1	-1.3	-7.0	-0.4	-1.3	-1.0	0.0
Clc1ccc(-c2nnc(-c3ccco3)nc2N2CCCCC2)cc1	3.9	18.4	-18.4	-5.0	-8.5	-10.3	-0.7	-2.5	3.9	7.4
C[C@@H]1CN(S(=O)(=O)c2c(F)cccc2F)CCN1S(=O)(=O)c1ccc2c(c1)OCCO2	36.0	-1.1	1.1	-9.0	9.9	-16.6	1.4	-2.1	-7.7	nt
COc1cccc(CN(C(=O)c2ccc([N+](=O)[O-])cc2)C2CCS(=O)(=O)C2)c1 (centres undefined)	2.8	-13.3	13.3	-5.5	-10.2	-1.7	-0.5	-2.3	-0.4	4.0
Cc1nc2scc(-c3cccs3)c2c(=O)o1	-7.9	-10.9	10.9	1.1	-16.4	-8.7	2.8	-3.1	-0.2	-1.7
COc1ccc(N(C(=O)c2ccc(Br)o2)C2C=CS(=O)(=O)C2)c(OC)c1 (centres undefined)	6.9	-24.7	24.7	10.4	-4.4	-2.4	0.9	2.7	-1.6	-2.0
ONC(=Nc1ccc(Cl)cc1)c1ccccc1	-4.4	4.3	-4.3	0.7	-15.8	-5.2	1.2	6.7	-1.2	-1.5
CCOc1ccc(NC(=O)CN(C)Cc2ccc3c(c2)OCO3)cc1S(=O)(=O)N1CCCC1	-1.1	29.8	-29.8	-7.2	-4.1	1.0	-1.8	-1.9	0.3	1.6
Cc1nc(N)sc1-c1nnc(SCC(=O)Nc2ccccc2C(F)(F)F)n1C	10.3	19.4	-19.4	-7.9	-5.8	-3.0	-2.3	-2.9	-0.2	125.4*
COc1ccc(C(OC(=O)c2ccco2)C(=O)NC(C)(C)C)cc1OC (centres undefined)	29.1	-11.5	11.5	-1.6	6.6	5.6	2.0	-0.3	1.7	-4.0
O=C(Nc1c(Cl)ccc2nsnc12)c1ccco1	0.9	-14.1	14.1	-10.1	16.2	-10.8	-0.1	-0.4	-0.7	-4.6
Cc1ccc(S(=O)(=O)N2CCN(C(=O)COC(=O)/C=C/c3ccccc3F)CC2)c(C)c1	-5.2	-5.2	5.2	-1.4	-11.0	-5.5	0.8	-7.7	-0.6	-6.1
C[C@@H]1NC(=O)OC1c1ccco1 (some centres undefined)	-7.5	-25.0	25.0	-10.7	-1.5	-6.2	-1.6	-2.4	-0.4	nt
C=CCn1c(SCC(=O)Nc2ccccc2F)nnc1C(C)NC(=O)c1ccccc1F (centres undefined)	0.6	-5.8	5.8	-9.5	-17.8	-1.1	-2.3	-1.5	-3.4	-3.5
CN(C)CCCN1c2ccc([N+](=O)[O-])cc2CCc2cc([N+](=O)[O-])ccc21	7.0	-10.5	10.5	-4.4	-11.6	-13.7	-1.8	1.5	2.4	nt

Not a retest: two of the compounds above.
SMILES	Arr AP2 block	SR-BI DiI inh	SR-BI uptake up	PKA-R2B act	PvdQ acylase	RTF Ca sens inh	LANA DNA inh	Keap1 Nrf2 FP	DAGLB inh	NSD2 HMT inh
C=CCn1c(SCC(=O)Nc2ccccc2F)nnc1C(C)NC(=O)c1ccccc1F (centres undefined)	0.6	-5.8	5.8	-9.5	-17.8	-1.1	-2.3	-1.5	-3.4	-3.5
CN(C)CCCN1c2ccc([N+](=O)[O-])cc2CCc2cc([N+](=O)[O-])ccc21	7.0	-10.5	10.5	-4.4	-11.6	-13.7	-1.8	1.5	2.4	nt

The list continues.
SMILES	Arr AP2 block	SR-BI DiI inh	SR-BI uptake up	PKA-R2B act	PvdQ acylase	RTF Ca sens inh	LANA DNA inh	Keap1 Nrf2 FP	DAGLB inh	NSD2 HMT inh
O=C(NC1CC1)C1=C[C@@H](c2ccc(C(F)(F)F)cc2)C[C@@H](OCCCCO)O1	1.7	23.9	-23.9	-2.9	-8.5	-9.9	0.3	-7.3	0.4	nt
O=C(COC(=O)/C=C/c1ccccc1)Nc1ccc2c(c1)OCCO2	34.9	-43.8	43.8	-6.6	6.9	-3.5	-1.6	-1.2	-6.4	-0.4
Cc1ccc(CS(=O)Cc2ccc(C(=O)NC3CCC(C)CC3)o2)cc1 (centres undefined)	-9.3	-9.6	9.6	4.5	1.7	-0.3	-0.5	-1.3	-1.5	1.7
COc1ccc(C)cc1S(=O)(=O)N(C)CC(=O)Nc1ccc2c(c1)OCO2	-12.7	14.7	-14.7	-4.3	-15.5	-2.7	2.2	4.6	0.7	-2.1
CCOC(=O)c1c(CN2CCCCC2)oc2ccc(O)cc12	-9.8	-1.2	1.2	-4.7	-19.5	-0.1	-0.3	-2.8	-0.4	3.8
CC(=O)C1[C@H](N(C)C)CC2C3CC=C4CC(O)CC[C@]4(C)C3CC[C@@]21C (some centres undefined)	3.2	-3.8	3.8	-2.4	3.1	-0.6	-2.1	-2.1	-0.1	-3.8
CCn1nnc(NC(=O)c2ccco2)n1	-1.7	nt	nt	10.2	-15.1	3.2	1.2	2.1	1.6	-7.4
CC(=O)NCCn1c(SCc2ccc(C)cc2)nc2ccccc2c1=O	1.9	-35.3	35.3	-13.0	-10.7	0.6	-0.6	-3.8	-1.8	1.2
O=C(CNC(=S)N(Cc1ccccc1)Cc1cccnc1)NC1CC1	-11.3	-8.4	8.4	9.8	-11.8	0.3	-0.2	-1.2	-3.2	-1.3
CC(O)[C@H](NC(=O)C1CCN(C(=O)[C@H](Cc2ccccc2)NC(=O)OC(C)(C)C)CC1)C(=O)O (some centres undefined)	10.6	-13.2	13.2	2.1	-12.8	-8.6	-1.8	-3.0	-3.8	-0.3
COc1c(C)cc(C(=O)C2CCCN(C(=O)c3cccc(-n4cccn4)c3)C2)cc1C (centres undefined)	-8.1	-6.9	6.9	-3.4	-8.6	-12.7	0.0	0.6	-0.5	-5.1
O=C(NCCC1=CCCCC1)c1ccc(F)c(S(=O)(=O)N2CCOCC2)c1	1.9	11.8	-11.8	-1.0	-10.5	-15.0	0.5	-3.5	-2.3	-13.6
COC(=O)c1ccc(N=C2SCC(=O)N2C)cc1	-7.6	13.4	-13.4	-7.5	5.8	7.4	0.3	2.1	0.9	-0.1
O=C(Nc1nc2c(F)cc(F)cc2s1)c1ccccn1	48.8	-1.6	1.6	7.7	6.3	5.9	-0.4	1.4	2.3	20.5
FC(F)(F)c1cnc(N2CCC(=NOCc3ccc(Cl)cc3)CC2)c(Cl)c1	14.8	16.6	-16.6	3.7	1.1	-4.7	0.0	-4.0	-5.1	-1.4
O=C(Nc1cccc(S(=O)(=O)c2cccc(NC(=O)c3ccco3)c2)c1)c1ccco1	0.3	42.5	-42.5	-4.7	-10.3	-2.5	3.4	-0.8	-1.2	-1.2
Oc1ccc(-c2nc3ncccn3c2Nc2ccc3c(c2)OCO3)cc1	10.6	-8.0	8.0	-10.1	1.4	-14.1	0.9	0.1	0.8	4.5
O=C(NCC1COc2ccccc2O1)C1CCN(S(=O)(=O)c2ccccc2)CC1 (centres undefined)	3.5	5.3	-5.3	1.9	-13.2	-2.4	0.2	-0.2	0.0	1.4
CS(=O)(=O)N(CCc1ccccc1)CC(=O)NCc1ccc(Cl)cc1	-4.6	4.6	-4.7	-5.7	-7.4	5.0	-0.4	0.3	-0.3	1.3
COc1ccc(NC(=O)c2ccc3c(c2)CCN3S(=O)(=O)c2ccccc2)cc1	-3.7	81.0*	-81.0	-5.2	-7.6	-2.3	0.8	5.3	3.2	-0.7
COc1cc(Cl)c(C)cc1NC(=O)c1ccc2c(c1)OCO2	31.5	22.7	-22.7	-8.8	-1.0	-0.5	-0.2	3.3	-11.5	-4.0
Cc1cc(-c2ccccc2)n2nc(C)c(-c3ccccc3)c2n1	6.1	24.5	-24.5	-12.0	-7.8	-3.2	-3.3	4.0	-6.4	-0.7
O=C(O)CSC(C(=O)Nc1ccc(C(F)(F)F)cc1)c1ccccc1 (centres undefined)	6.8	0.5	-0.5	-10.9	-10.3	-17.0	-0.5	-5.0	0.9	nt
COc1ccc(N=Nc2cnc(C)nc2-c2ccccc2)cc1	-0.5	2.5	-2.5	-7.0	-5.2	-8.6	0.1	-6.5	11.6	22.7
CCN(C(=O)COc1ccc(N(C)S(=O)(=O)c2ccc(NC(C)=O)cc2)cc1)C1CCCCC1	16.8	23.1	-23.1	5.2	-5.4	-6.3	0.6	0.5	-0.4	-0.5
O=C(CCCc1nc(-c2ccccc2Cl)no1)N1CCOCC1	10.6	nt	nt	6.8	-16.5	-17.0	-0.7	-3.3	-2.2	-0.7
COc1ccc(OC)c(N=c2oc3cc(O)ccc3cc2C(N)=O)c1	24.6	3.9	-3.9	0.5	5.8	0.6	6.0	-0.3	1.7	2.7
CSc1nc2sc3c(c2c(=O)[nH]1)CCCC3	18.1	-4.4	4.4	9.6	-2.1	0.0	-1.7	1.7	-0.4	-0.7

Shown with values under each structure: 2 of the compounds above
Value order: Arr AP2 block | SR-BI DiI inh | SR-BI uptake up | PKA-R2B act | PvdQ acylase | RTF Ca sens inh | LANA DNA inh | Keap1 Nrf2 FP | DAGLB inh | NSD2 HMT inh
- COc1cc(Cl)c(C)cc1NC(=O)c1ccc2c(c1)OCO2
→ 31.5 | 22.7 | -22.7 | -8.8 | -1.0 | -0.5 | -0.2 | 3.3 | -11.5 | -4.0
- Cc1cc(-c2ccccc2)n2nc(C)c(-c3ccccc3)c2n1
→ 6.1 | 24.5 | -24.5 | -12.0 | -7.8 | -3.2 | -3.3 | 4.0 | -6.4 | -0.7
